FBW7 act: FBW7 E3 ligase activators, primary screen, biochemical, AlphaScreen, human | F-box/WD repeat-containing protein 7 (Homo sapiens), Q969H0 | AlphaScreen FBW7–phospho-cyclin E peptide binding, activator screen | normalized activity (activation), % at 26.1 µM | actives 0.13% (n = 650,000) | AID 1259310, 2017; in the data active = normalized activity above about 1.9%;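 also: purified mutant Fbw7 with reduced substrate affinity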
MITF primary: MITF inhibitors, primary screen, biochemical, AlphaScreen, human | Microphthalmia-associated transcription factor (Homo sapiens), O75030 | AlphaScreen MITF homodimerization, bead proximity signal | inhibition, % at 2.6 µM | actives 0.91% (n = 650,000) | AID 1259374, 2018; in the data active = inhibition above about 50%;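 also: 0% = vehicle wells with protein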
Target sequence (O75030 whole entry, looked up): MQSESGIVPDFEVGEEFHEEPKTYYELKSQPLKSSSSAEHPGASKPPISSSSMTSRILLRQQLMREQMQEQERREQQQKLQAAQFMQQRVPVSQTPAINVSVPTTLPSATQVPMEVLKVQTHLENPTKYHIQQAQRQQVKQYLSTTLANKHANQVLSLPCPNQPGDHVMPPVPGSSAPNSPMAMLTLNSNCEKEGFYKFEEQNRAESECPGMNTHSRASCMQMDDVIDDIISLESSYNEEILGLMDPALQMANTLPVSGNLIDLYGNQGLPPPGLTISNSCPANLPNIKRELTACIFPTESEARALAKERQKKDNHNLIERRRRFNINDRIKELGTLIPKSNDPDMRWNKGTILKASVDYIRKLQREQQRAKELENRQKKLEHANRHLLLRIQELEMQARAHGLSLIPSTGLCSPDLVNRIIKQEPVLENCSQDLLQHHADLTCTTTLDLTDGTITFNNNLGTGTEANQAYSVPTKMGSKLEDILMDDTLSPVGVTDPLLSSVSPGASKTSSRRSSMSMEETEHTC
GPR151 activ: activators of human GPR151, primary screen, cell-based, PathHunter beta-arrestin, luminescence; G-protein coupled receptor 151 (Homo sapiens), Q8TDV0; PathHunter beta-arrestin GPR151 cells; activation, % at 11.2 µM; actives 1% (n = 650,000); in the data active = activation above about 4.9%;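 also: 0% = median of compound wells and 100% = cells with positive control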
Target sequence (Q8TDV0 whole entry, looked up): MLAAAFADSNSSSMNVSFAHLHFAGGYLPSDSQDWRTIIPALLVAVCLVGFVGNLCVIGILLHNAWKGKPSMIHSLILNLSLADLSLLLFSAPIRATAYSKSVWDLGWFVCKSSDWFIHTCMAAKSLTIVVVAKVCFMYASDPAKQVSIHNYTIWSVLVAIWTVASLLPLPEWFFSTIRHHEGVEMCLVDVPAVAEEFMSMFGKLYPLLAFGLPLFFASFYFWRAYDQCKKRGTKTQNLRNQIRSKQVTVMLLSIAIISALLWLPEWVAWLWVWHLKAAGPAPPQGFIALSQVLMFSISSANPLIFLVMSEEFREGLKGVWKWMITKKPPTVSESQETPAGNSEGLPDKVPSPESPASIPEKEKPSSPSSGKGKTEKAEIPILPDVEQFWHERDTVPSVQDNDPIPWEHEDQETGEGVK
TEAD-YAP inh: TEAD-YAP interaction inhibition, primary screen, TEAD-YAP interaction inhibitor project, luminescence, HEK-TIYL cells | TEAD-Gal4/YAP UAS-luciferase luminescence | inhibition, % at 9.12 µM | actives 1.4% (n = 640,000); in the data active = inhibition above about 32%;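 also: 0% = median of test compound wells and 100% = reference inhibitor wells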
* = called active by the depositor. Rows are unselected; 3.4% or so of the library scored in one or more.

Compound	FBW7 act	MITF primary	GPR151 activ	TEAD-YAP inh
CCCC(=O)N1c2ccccc2-c2nnc(SC)nc2OC1c1cccc(C)n1 (centres undefined)	0.1	6	0.8	9
CCOc1ccc(N(CC(=O)NCc2ccc(C)cc2)S(C)(=O)=O)cc1	0.1	6	0.2	-33
CC1=C(C(=O)Nc2cccc(C)n2)C(c2ccc(Cl)c([N+](=O)[O-])c2)C2=C(CCCC2=O)N1 (centres undefined)	-0.1	12	-0.5	2
COc1cc(C(C)=O)ccc1OCC(=O)NCC(F)(F)F	0.1	-10	-0.8	1
CCCNC(=O)NC(=O)c1c(Cl)nc(C)c(Cl)c1C	0.3	10	0.5	-7
COc1ccc(C2(CNC(=O)c3cccs3)CCOCC2)cc1	0.1	1	1.3	-5
CCNc1ccc(C(=O)OCC(=O)NC23CC4CC(CC(C4)C2)C3)cc1[N+](=O)[O-]	-0.3	-1	1.9	-10
Cc1c(C(=O)NC(=S)Nc2ccc3oc(-c4cccnc4)nc3c2)oc2ccccc12	0.2	3	2.0	-3
O=C(NC1CCN(Cc2ccccc2)CC1)c1csc(Nc2ncccn2)n1	-0.3	-4	-1.5	0
O=c1[nH]n(-c2ccc([N+](=O)[O-])cc2Cl)c(=O)c2ccccc12	0.0	12	-0.5	4
CNS(=O)(=O)c1cc(-c2nnc(Nc3ccc(C(=O)OC)cc3)c3ccccc23)ccc1C	-0.1	27	0.2	-8
O=S(=O)(c1ccccc1)c1nc(-c2ccccc2F)oc1N1CCOCC1	0.1	-13	-0.8	1
CCOC(=O)c1c(NC(=O)c2ccc(OC)c(OC)c2)sc2c1CC(C)(C)NC2(C)C	0.2	-2	2.3	7
COC(=O)CCC(=O)Nc1cccc(C(=O)Nc2cccc(Cl)c2)c1	0.1	9	-0.1	-27
O=C(NCC1CCCO1)c1cccc(NC(=O)c2ccc(Br)cc2)c1 (centres undefined)	0.0	-3	3.8	-4
O=C(c1ccc(Cl)cc1)c1cnc2n1CCC2	0.0	8	0.4	-8
CCN(Cc1ccncc1)C(=O)CC1(c2ccccc2C)CC(=O)N(C2CCCC2)C1=O (centres undefined)	-0.1	-11	0.3	-2
O=C(COC(=O)c1ccc([N+](=O)[O-])o1)Nc1nc2c(F)c(F)c(F)cc2s1	-0.1	7	-1.9	-9
CC(=O)c1c(-c2ccccc2)c2cc([N+](=O)[O-])ccc2n(C)c1=O	0.3	29	0.2	1
CCOC(=O)c1sc2nc(SCc3ccccc3C)n(Cc3cccs3)c(=O)c2c1C	0.1	0	0.1	2
Cc1ccc(-c2n[nH]c3c2C(c2ccccc2)NC3=O)cc1 (centres undefined)	0.0	12	0.7	14
O=C(CCN1C(=O)C2C3C=CC(C3)C2C1=O)N1CCC(O)(c2cccc(C(F)(F)F)c2)CC1 (centres undefined)	0.0	-3	0.1	-5
O=C(CN1CCN(c2ccccn2)CC1)NCc1cccs1	-0.5	-8	0.6	-54
O=c1[nH]c(N2CCOCC2)nc2c1CCN(Cc1cccs1)C2	0.6	-8	-2.1	1
Cn1ccnc1N1CCN(C(=O)C(C)(C)Oc2ccc(Cl)cc2)CC1	-0.3	12	-0.2	8
CCC(C)NC(=O)c1ccc(N2CC3CC(C2)c2cccc(=O)n2C3)c(NC(=O)c2ccncc2)c1 (centres undefined)	0.2	12	-0.4	-17
O=C(CSc1c[nH]c2ccccc12)N1CCCCC1	0.0	8	-0.8	-32
Cc1cc2nnc(SCC(=O)NC(C)(C)C)n2c(N)n1	0.1	-1	-0.5	8
Cc1c(NC(=O)COc2cccc3ccccc23)cccc1C(=O)O	-0.2	13	-0.2	1
CC1CCCN(S(=O)(=O)c2cc(Br)ccc2Br)C1 (centres undefined)	0.6	3	-0.3	6
CCOC(=O)COc1ccc2ccccc2c1C=C(C#N)C#N	-0.1	-1	1.6	-8
O=[N+]([O-])c1cccc(S(=O)(=O)N2CCSC2c2ccccc2Cl)c1 (centres undefined)	0.3	10	-0.3	-3
CCCOc1ccc(C(=O)N2CCc3ccccc32)cc1	-0.1	14	-1.4	-29
COc1cccc(C(=O)NNC(=O)C(=O)NCC(C)C)c1	0.2	-8	-0.2	-4
CN(CCCn1c(=S)[nH]c2ccccc2c1=O)Cc1ccccc1	-0.1	-3	3.5	-3
Cn1ccc2cc(-c3nc(C(=O)NC4CCN(Cc5ccccc5)CC4)cs3)ccc21	0.2	12	0.1	23
C/C(=N/OCO/N=C(\C)c1ccc([N+](=O)[O-])cc1)c1ccc([N+](=O)[O-])cc1	0.1	2	-0.1	-6
O=c1nc2c(-c3ccccc3Cl)n[nH]n2c2ccccc12	0.2	8	-1.6	-15
Cc1cc(N2CCCC(C(=O)Nc3cccc4ccccc34)C2)n2ncnc2n1 (centres undefined)	-0.2	-14	-1.4	-3
Cc1ccc(N(C(=O)Cn2nnnc2N)C2(C(=O)Nc3ccccc3C)CCCCC2)cc1	-0.1	-9	1.0	3
O=C1NC(=O)C(Cc2ccccc2F)(C2CCN(Cc3cccn3-c3cccnc3)CC2)N1 (centres undefined)	0.0	-5	-0.1	3
O=C(NC1CCCCCCC1)C1CCCN1S(=O)(=O)c1ccccc1 (centres undefined)	-0.1	4	-1.4	12
O=C(Nc1ccc(S(=O)(=O)N2CCOCC2)cc1)c1cccs1	0.0	5	-1.7	1
CCN1CCN(c2cc(C)c3cc(NC(=O)C4CC4)ccc3n2)CC1	0.9	11	-0.2	-7
Clc1ccc(OCCn2ccnc2)c2ccccc12	-0.2	-3	0.0	0
NC(=O)c1ccc(NC(=O)COC(=O)CN2C(=O)C3CCCCC3C2=O)cc1 (centres undefined)	-0.1	3	1.7	-2
CCN1CCN(S(=O)(=O)CCNC(=O)c2ccc(-c3ccccc3)cc2)CC1	0.3	-15	-1.9	2
CCOC(=O)c1cccc(NC(=S)NC(=O)c2cccnc2)c1	-0.3	4	-0.4	3
COC(=O)c1ccc(C(=O)Nc2nc(-c3ccccc3)c(C(=O)c3ccccc3)s2)cc1	0.0	-2	1.4	-6
O=C(Nc1cc(C(F)(F)F)ccc1Cl)c1cc(S(=O)(=O)NCc2ccc(F)cc2)ccc1F	-0.1	9	-0.7	-3
O=C(Nc1ccc2c(c1)CN(C1CCOCC1)CC2)C1CCCO1 (centres undefined)	0.1	-1	-0.4	2
COCCNCCCOc1ccc(Cl)cc1C(C)(C)C	-0.2	8	-0.2	-4
O=C(O)c1cc2c(oc1=O)c(Br)cc1oc3c(c12)CCCC3	-0.1	-10	1.5	2
CC(=O)c1ccc(NC(=O)CN2C(=O)CC(c3ccccc3)=Nc3ccccc32)cc1	0.7	12	0.4	8
Clc1ccccc1-c1cnn2c(NCc3ccccn3)ccnc12	-0.1	-22	2.3	-48
Cc1cc2c(cc1C)NC(c1ccc(Cl)cc1)C1=C(CC(C)(C)CC1=O)N2 (centres undefined)	0.0	-4	2.7	13

Looked up by structure from above:
Compound	FBW7 act	MITF primary	GPR151 activ	TEAD-YAP inh
O=C(NCC1CCCO1)c1cccc(NC(=O)c2ccc(Br)cc2)c1 (centres undefined)	0.0	-3	3.8	-4
COc1cc(C(C)=O)ccc1OCC(=O)NCC(F)(F)F	0.1	-10	-0.8	1
Cc1cc(N2CCCC(C(=O)Nc3cccc4ccccc34)C2)n2ncnc2n1 (centres undefined)	-0.2	-14	-1.4	-3
CCN1CCN(c2cc(C)c3cc(NC(=O)C4CC4)ccc3n2)CC1	0.9	11	-0.2	-7
O=c1nc2c(-c3ccccc3Cl)n[nH]n2c2ccccc12	0.2	8	-1.6	-15

(cont.)
Compound	FBW7 act	MITF primary	GPR151 activ	TEAD-YAP inh
COc1cc(C(=O)NCCNC(=O)c2ccco2)cc(OC)c1OC	0.0	-5	-0.1	-3
O=C(NC1CCCC1)c1ccc(N2CCC(N3CC4CCC3C4)CC2)cc1 (centres undefined)	0.0	-10	-0.3	3
COc1ccc2[nH]c(C)c(CCNCC(C)Cc3ccc4c(c3)OCO4)c2c1 (centres undefined)	-0.3	20	-0.6	9
Cc1ccc(C(=O)Nc2ccc3nc(SCC(=O)N4CCCC4)sc3c2)cc1	0.1	-1	0.3	-18
Cc1ccc(NC(=O)C2CCCN2S(=O)(=O)c2ccc(C)cc2)cc1 (centres undefined)	0.0	13	-1.1	0
Cc1cn2c3c(=O)[nH]c(=O)n(C)c3nc2n1CCC(c1ccccc1)c1ccccc1	0.0	-4	-0.1	7
O=C(Nc1ccc(S(=O)(=O)Nc2nccs2)cc1)c1ccc(N2CCCC2=O)cc1	-0.2	-6	1.1	5
Cn1c(SCC(=O)Nc2cc(=O)n(C)c(=O)n2C)nc2sc3c(c2c1=O)CCC3	0.1	-15	0.8	7
CCN(CC)C(=O)c1c(COC)n(CC2CCCCC2)c(C)cc1=O	0.1	9	0.0	4
NC(C(=O)Nc1ccc(-c2cn[nH]c2)cc1)c1ccc(Cl)cc1 (centres undefined)	0.2	16	-0.2	-4
CCN(/C=N/c1ncc(-c2ccc(Br)cc2)s1)CC	0.0	8	-0.7	-26
COCCCN1C(=O)CSC1c1cn(-c2ccccc2)nc1-c1cccs1 (centres undefined)	0.4	22	0.7	7
CCN(CC)c1nc(Nc2ccc(Cl)cc2)nc(N(CC)CC)n1	-0.2	-9	0.1	4
O=C(N[C@H]1C[C@H]2C(=O)N3CCC[C@@H]3C(=O)N2C1)c1cccc(F)c1F	-0.1	2	-1.6	6
C/C(=N\N=C(N)N)c1ccc(Cl)cc1Cl	-0.1	13	0.8	7
COC(=O)n1nnnc1CN(Cc1cc2ccc(OC)cc2[nH]c1=O)C1CCCCC1	0.0	-3	-0.3	6
CC1Cc2ccccc2N1C(=O)Cn1c(=O)oc2ccccc21 (centres undefined)	1.1	15	0.3	-5
COC(=O)c1cccc(N2C(=O)/C(=C/c3ccc(-c4ccc(Br)cc4)o3)C=C2c2ccccc2)c1	-0.1	-11	0.1	-11
Cc1cc2c(c(=O)n1CC1CCCO1)C(c1cccc(F)c1)C(C#N)=C(N)O2 (centres undefined)	0.0	-6	0.9	2
CCN(CC)C(=O)CSc1nnc(-c2ccccc2)c(-c2ccccc2)n1	0.1	-8	-0.5	-6
Cc1nn(-c2ccccc2)c2c1C(c1ccc(Br)cc1)C(C#N)=C(N)O2 (centres undefined)	0.0	0	0.4	7
CCN(CC)c1ccc(NC(=O)c2cccnc2)c(C)c1	0.0	16	2.2	3
Cc1[nH]nc2c1C(c1cccc3ccccc13)C(C#N)=C(N)O2 (centres undefined)	-0.1	1	-0.9	2
CN(CC(=O)NCc1ccccc1)S(=O)(=O)c1ccc2[nH]c3c(c2c1)CCCC3	-0.1	5	0.0	-11
CCN(CC)CCN1CCN(c2ncc(-c3cccc(CO)c3)n3ccnc23)CC1	-0.7	7	-1.4	2
CCC(=O)NCCc1cc2ccc(C)c(C)c2[nH]c1=O	0.0	-19	0.4	-17
COc1cc(OC)cc(C(=O)Oc2ccccc2NC2=NS(=O)(=O)c3ccccc32)c1	0.0	-12	-0.6	-1
COc1cc(/C=C2\SC(=Nc3c(C)cccc3C)N(c3ccccc3)C2=O)ccc1OCc1ccc(F)cc1	0.3	2	1.0	7
COc1ccc(C2Nc3ccc(C(=O)c4ccccc4)cc3NC3=C2C(=O)CCC3)cc1OC (centres undefined)	0.0	-9	-1.5	59*
CC(C)C[C@H]1C(=O)N2CCN(C(=O)c3ccc(-c4ccccc4)cc3)C[C@@H]2C(=O)N1C	0.4	16	0.2	-2
C=CCOC(=O)C1=C(C)OC(N)=C(C#N)C1c1cccc(Cl)c1 (centres undefined)	0.6	11	-0.2	8
Cc1ccc(-c2nc(NCc3ccco3)c3ccccc3n2)cc1	-0.1	-6	-1.2	-26

Three structures already listed, sorted by SMILES length, highest first:
Compound	FBW7 act	MITF primary	GPR151 activ	TEAD-YAP inh
CC(C)C[C@H]1C(=O)N2CCN(C(=O)c3ccc(-c4ccccc4)cc3)C[C@@H]2C(=O)N1C	0.4	16	0.2	-2
Cc1ccc(-c2nc(NCc3ccco3)c3ccccc3n2)cc1	-0.1	-6	-1.2	-26
CCC(=O)NCCc1cc2ccc(C)c(C)c2[nH]c1=O	0.0	-19	0.4	-17

More records follow.
Compound	FBW7 act	MITF primary	GPR151 activ	TEAD-YAP inh
COc1cc(C2CC(=O)N3C(=C2C#N)SCC3(O)c2ccc(Cl)cc2)ccc1O (centres undefined)	-0.1	3	0.9	-28
COc1ccc(C2CC(c3cccs3)=NN2C(=O)CSc2nnc(CNC(=O)c3cccc(F)c3)n2Cc2ccccc2)cc1 (centres undefined)	0.2	6	0.5	-11
Cc1nc(N)sc1C(=O)N/N=C/c1ccc([N+](=O)[O-])cc1	-0.1	-1	1.3	3
C/C=C(\CC(NC)c1ccccc1)C[Si](C)(C)C (centres undefined)	0.0	-8	-1.3	-6
Cc1c(Cl)cccc1NC(=O)CN(c1ccc(Br)cc1)S(C)(=O)=O	-0.2	5	-0.6	-12
Cc1cc(S(=O)(=O)N2CCN(C)CC2)ccc1Cl	-0.1	10	1.1	10
